Mm-Cpn inhibitor – Inhibitors of TCP-1 ring complex (TRiC) of Methanococcus maripaludis (MmCpn): qHTS; Potency, µM (doses to about 76.9 µM), without a hit: top-dose activity, negative = inhibition, most hits filed as inhibitors; Chaperonin Mm-Cpn (Methanococcus maripaludis); purified Mm-Cpn ATPase, ADP Transcreener TR-FRET; actives 0.031% (n = 330,000); also: potency is read from the fitted curve at half-maximal effect; % is scaled to controls: 0 for no effect and ±100 for the full control effect; nearly all actives have a fitted effect of over 80% in size
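ATPase read-out: TR-FRET ADP immunoassay (anti-ADP Eu cryptate vs ADP-d2), ex 320 nm, em 590/665 nm; signal drops as ADP forms. Enzyme 25 nM, ATP 10 uM, 30 min at 37°C after 10 min compound preincubation.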
CCT chaperon mod – High-Throughput Screening for Modulators of Cytosolic Chaperonin Activity; actives 0.3% (n = 360,000); activity change, % (concentration not given with the values), hits read low; purified chaperonin ATPase assay, HTRF ADP detection, 30 min; AID 651819, 2012; in the data active = activity change below about -30%; also: % is scaled to controls: 0 for no effect and ±100 for the full control effect
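TRiC (40 or 20 nM final, by batch activity) in 30 mM Tris pH 7.4, 100 mM KCl, 5 mM MgCl2, 1 mM DTT was treated with compound at 76 uM single dose, then 10 uM ATP, 30 min at 37 °C. ADP was read by HTRF Transcreener.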
Nrf2 activator – qHTS of Nrf2 Activators; AREc32 ARE-luciferase reporter (MCF7-derived line), luminescence, 24 h; Potency, µM (top dose mostly 46.1 µM), inactives show at the top dose activation, hits mostly activators; actives 0.31% (n = 410,000); AID 624171, 2012; also: potency is read from the fitted curve at half-maximal effect; % of control where 0% means no effect; nearly all actives have a fitted effect of over 65% in size
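AREc32 cells carrying an ARE-driven firefly luciferase reporter were seeded at 1000 cells/well in OPTI-MEM with 5% FBS, then exposed to compound for 24 hr at 37 deg C. Luminescence was read with Steady-Glo after 30 min at RT.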
Nrf2 inh – Nrf2 qHTS screen for inhibitors | A549 ARE-Fluc reporter, luciferase luminescence, 18-24 h | Potency, µM (top dose mostly 46 µM), inactives show at the top dose activity change, negative = inhibition, most hits filed as inhibitors | actives 2.1% (n = 360,000) | AID 504444, 2011; also: potency is read from the fitted curve at half-maximal effect; % is scaled to controls: 0 for no effect and ±100 for the full control effect; nearly all actives have a fitted effect of over 60% in size
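Nrf2 activity is the BugLite luminescence, read 15 min after reagent at room temperature, following CellTiter-Fluor cytotoxicity readout (30 min, 37C). Compound titrations were applied for 18-24 h to 5000 A549 ARE_Fluc cells/well in 5% FBS OPTI-MEM.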
Abeta rescue – qHTS for compounds that reverse cellular toxicity of Amyloid beta (A-beta) peptide in yeast: Primary Screen; AID 1347071, 2019; actives 0.063% (n = 410,000); yeast expressing A-beta42, growth rescue, OD600, 48 h; response scale: 0% DMSO, 100% iron-clioquinol control; Potency, µM (highest dose often 46.1 µM), inactives show top-dose growth rescue, most hits filed as activators; also: potency is read from the fitted curve at half-maximal effect; nearly all actives have a fitted effect of over 55% in size
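Growth rescue measured by 600 nm absorbance after 48 h yeast culture at 30 C with compound. Values normalized between DMSO and an equimolar ferric chloride plus clioquinol control.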
TGFb inhibitor – qHTS for Inhibitors of TGF-b; HepG2 CAGA-GFP TGF-b/SMAD3 reporter, GFP fluorescence, 18 h; TGF-beta stimulated, 500 pg/mL final; actives 1.2% (n = 410,000); Potency, µM (series often up to 46.1 µM), inactives show at the top dose activity, negative = inhibition, hits mostly inhibitors; also: potency is read from the fitted curve at half-maximal effect; % is scaled to controls: 0 for no effect and ±100 for the full control effect; nearly all actives have a fitted effect of over 65% in size
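GFP signal (ex488/em500-530) from TGF-beta-stimulated HEPG2 CAGA-GFP cells, 500 pg/mL final, 18 h at 37 degrees C in DMEM plus 1% FBS, normalized to unstimulated and DMSO-stimulated controls.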
Akt phos inh – HTS Assay for Inhibitors of Akt Phophorylation: Primary Screen | AID 651550, 2012 | activity change, % for hits at 50 µM | Neuro2A IGF-stimulated pAkt S473 HTRF, 20 min; hits give low values | actives 0.32% (n = 360,000); in the data active = activity change below about -80%; inconclusive = mostly about -51% to -80%; also: % is scaled to controls: 0 for no effect and ±100 for the full control effect
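Neuro2A cells (4,500/well, DMEM with 0.5% FBS) were treated with compound at a single 50 µM final concentration, stimulated with 6 nM IGF for 20 min at 37 °C, and lysed. Phospho-Akt Ser473 was read by HTRF as 665/615 ratio ×10^4.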
A549 tox – Nrf2 qHTS screen for inhibitors: counterscreen for cytotoxicity. A549 ARE-Fluc cells, CellTiter-Fluor viability, 18-24 h. Potency, µM (series often up to 46 µM), inactives show top-dose activity change, negative = cytotoxicity, hits mostly inhibitors. actives 0.16% (n = 390,000). AID 504648, 2011; also: potency is read from the fitted curve at half-maximal effect; % is scaled to controls: 0 for no effect and ±100 for the full control effect
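A549 ARE_Fluc cells in 5% FBS OPTI-MEM were exposed to compounds in concentration-response for 18-24 h at 37 deg C. Viability was read by CellTiter-Fluor fluorescence (Ex 405/Em 525) after 30 min, before the luciferase read.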
HepG2 tox – qHTS for Inhibitors of TGF-b: Cytotox Counterscreen; HepG2 CAGA-GFP viability, ATP luminescence, 18 h; Potency, µM (series often up to 46.1 µM), inactives show at the highest dose activity change, negative = cytotoxicity, hits mostly cytotoxic; actives 0.76% (n = 410,000); also: potency is read from the fitted curve at half-maximal effect; some results filed as inactive show a strong effect at the top dose
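HepG2 CAGA-GFP cells (1000/well, DMEM with 1% FBS) received compound, then TGF-beta at 500 pg/mL final, and were incubated 18 hours at 37 degrees C. Viability was read by CellTiter-Glo luminescence. Media-only wells were set as complete cell-killing and DMSO as no toxicity.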
* marks the source's active call; other numbers are inactive results; i = inactive; ? = inconclusive; nt = no result given; & = joins results of further samples; [ ] = another dose, or the depositor's remark. Unless noted, calls follow the shape of the dose curve; as a rule, active = well fitted curve in the direction sought with a large enough effect; inconclusive = small, poorly fitted or top-dose-only effect, or another doubt; inactive = no such curve, though single readings can be large; an effect the other way counts as inactive or inconclusive.

SMILES	Mm-Cpn inhibitor	CCT chaperon mod	Nrf2 activator	Nrf2 inh	Abeta rescue	TGFb inhibitor	Akt phos inh	A549 tox	HepG2 tox
COc1cc(OC)cc(C2=NC3(CCC(C)CC3)NC2=S)c1 (centres undefined)	0%	-0.1	0.5%	?	?	-12%	i	-9%	-2%
O=C(CC1NCCNC1=O)Nc1ccccc1 (centres undefined)	2%	2.0	-0.4%	-19%	-8%	23%	i	4%	7%
Cc1ccc(N(Cc2ccc(C(=O)Nc3c(C)n(C)n(-c4ccccc4)c3=O)cc2)S(C)(=O)=O)cc1C	1%	1.6	-0.6%	-8%	0%	6%	i	-1%	6%
Cc1cc2c(cc1S(=O)(=O)N1CCC(C(N)=O)CC1)OCC(=O)N2	nt	nt	0.3%	nt	-4%	-9%	nt	-2%	-3%
CC(=O)OC1CCC2(C)C(CCC3C2CC(=O)C2(C)C3CC(C3CCCC3=O)C2C(C)=O)C1 (centres undefined)	nt	-1.3	-0.1%	1%	-11%	15%	i	0%	-2%
CC(NC(=O)COC(=O)[C@@H]1CCCN1S(=O)(=O)c1ccccc1F)C12CC3CC(CC(C3)C1)C2 (some centres undefined)	4%	-2.2	0.2%[9.22 µM]	-1%	7%	-5%	i	0%	-5%
Cc1ccc(NC(=O)c2ccc(N(Cc3ccccc3)S(C)(=O)=O)cc2)cc1	nt	nt	-0.1%	2%	-7%	?	nt	2%	-22%
O=C(NCC1CCCO1)c1ccc(NS(=O)(=O)c2ccccc2)cc1 (centres undefined)	1%	1.5	-1.1%[9.22 µM]	-4%	-5%	-2%	i	4%	-2%
CN(c1ccccc1)S(=O)(=O)c1cccc(NC(=O)CSc2nncn2C)c1	1%	1.8	-0.6%	-12%	-14%	-9%	i	11%	-31%
CCOC(=O)c1c(NC(=S)Nc2ccccc2C)sc2c1CCC2	-5%	-2.5	-0.3%	-6%	1%	1%	i	2%	-3%
Cc1cccc(C)c1NC(=O)C1(NC(=O)C2CCC(=O)N2)CCCCC1 (centres undefined)	0%	-1.2	0.0%	12%	24%	0%	i	0%	-7%
CCN(CC)c1nc2cc(OC)ccc2cc1C#N	-10%	1.9	0.4%	0%	1%	-1%	i	21%	-17%
N#Cc1cccc(NC(=O)CSc2ccc3c4c(cccc24)C(=O)c2ccccc2-3)c1	1%	-2.2	?	?	0%	30%[activator]	i	26µM*	-33%
Cc1ccc(-n2cnc(=O)c3cccnc32)cc1	2%	-1.2	-0.2%	8%	25%	4%	i	nt	0%
Cc1ccc(S(=O)(=O)NCC(=O)OCc2ccccc2Br)cc1	2%	0.4	-1.3%[9.22 µM]	-18%	2%	5%	i	12%	-3%
Cc1ccccc1NS(=O)(=O)c1nnc(NC(=O)c2ccc(Cl)cc2)s1	-2%	0.1	-0.1%&3.7%	?	1%&1%	0%&-28%	i	-2%&10%	1%&-27%
Cc1ccc(CCNC(=O)c2ccc(CS(=O)(=O)Cc3ccccc3F)o2)cc1	0%	-1.1	0.4%&0.2%	nt	5%&8%	-36%&-2%	nt	-5%&-13%	-16%&-2%
Cc1noc(C)c1COc1ccccc1C(=O)NCc1ccccc1Cl	-4%	-3.4	-0.5%	-9%	3%	0%	i	-12%	3%
COc1ccccc1NS(=O)(=O)c1cc(NC(=O)c2ccc(Cl)nc2)ccc1Cl	-3%	-2.9	0.0%	23µM*	1%	?	i	?	-26%
CC(C)C(NS(=O)(=O)c1ccc2c(c1)oc(=O)n2C)C(=O)N1CCN(c2cccc(Cl)c2)CC1 (centres undefined)	nt	nt	4.5%	0%	-4%	?	nt	-15%	-24%
Cc1[nH]c(C)c(S(=O)(=O)NCc2ccc(OC(C)C)cc2)c1C(=O)N1CCCC1	-8%	1.7	-0.3%	7%	7%	-5%	i	7%	-3%
C=CCC(=O)NC1CC(C)(C)Cc2c1cnn2-c1ccccc1C (centres undefined)	-1%	-3.4	0.4%	1%	-1%	18%	i	2%	2%
Cc1ccccc1NC(=O)CS(=O)(=O)c1cn(CC(=O)N2CCOCC2)c2ccccc12	1%	0.6	-0.9%	-18%	-8%	?	i	0%	-16%
CCCCN(CCCNC(=O)c1cc(Nc2ccc(OC)cc2OC)nc2ccccc12)Cc1ccccc1	nt	nt	4.4%	5%	-5%	?	nt	-7%	-37%
CCn1c(=O)c2c3c(sc2n2cnnc12)CCC3	0%	0.5	-0.6%	-20%	1%	-14%	i	9%	-25%
Nc1nc(N)c(S(=O)(=O)c2ccccc2)c(Nc2ccc(F)cc2)n1	nt	nt	0.5%	-29%	-15%	-1%	nt	-1%	-17%
COc1ccc(CCNC(=O)CN2CCN(Cc3ccc(F)cc3)C2=O)cc1OC	4%	-5.9	-0.8%	-5%	-7%	9%	i	0%	48%
O=C(CCNc1n[nH]c(=O)[nH]c1=O)N1CCOCC1	0%	-2.0	0.3%	-2%	-1%	0%	i	-17%	16%
Cc1ccc(NC(=O)c2cnc(N3CCN(c4ccccn4)CC3)c3ccccc23)c(Br)c1	-21%	-11	-0.5%	15µM*	-25%	-16%	i	-12%	-6%
COc1cc(CCC(=O)NCc2ccc(Cl)cc2)cc(OC)c1OC	2%	1.4	-0.4%	-12%	-1%	-4%	i	7%	-29%
Cc1cc(Cl)c(S(=O)(=O)NC2CCCC2)cc1OCC(N)=O	1%	-2.7	0.2%	?	1%	4%	i	-6%	0%
COc1ccccc1C(=O)NCC(c1cccnc1)N(C)C (centres undefined)	0%	0.1	2.1%	8%	3%	-30%	nt	-2%	-2%
CCCCC(=O)Nc1nc(C)c(C(C)=O)s1	-2%	-0.1	-0.1%	9%	7%	6%	i	2%	-2%
Cc1c(-c2ccccc2)cnc2c(C)cccc12	nt	-0.7	30%	3%	-7%	?	i	-2%	-13%
COCCN1C(=O)c2cc(C(=O)Nc3ccc(C)c(F)c3)ccc2C1Nc1ccc(C)c(F)c1 (centres undefined)	0%	-3.1	-0.3%	2%	-21%	-9%	i	-1%	-19%
COc1ccc(NC(=S)N(CCc2c(C)[nH]c3ccccc23)Cc2ccco2)cc1	-2%	-1.2	14%	-3%	-5%	?	i	2%	-25%
CCOC(=O)CNC(=O)C1COc2ccccc2O1 (centres undefined)	0%	-1.5	2.5%	1%	11%	28%	i	6%	17%
CS(=O)(=O)c1ccc2nc(NC(=O)C3CC(=O)N(c4ccccc4)C3)sc2c1 (centres undefined)	1%	-0.7	-0.4%	5%	-20%	-5%	i	-15%	-2%
Cc1cc(NC(=O)Cn2ccsc2=N)c([N+](=O)[O-])cc1C	1%	-4.3	0.2%	-4%	-3%	2%	i	0%	-9%
CCc1ccc(N2C(=O)CC(N(CC3CCCO3)C(=O)/C=C/C(=O)O)C2=O)cc1 (centres undefined)	?	-0.8	-0.8%	-5%	-6%	0%	i	-1%	0%

Complete entries as entered above. Order of values: Mm-Cpn inhibitor, CCT chaperon mod, Nrf2 activator, Nrf2 inh, Abeta rescue, TGFb inhibitor, Akt phos inh, A549 tox, HepG2 tox
CC(C)C(NS(=O)(=O)c1ccc2c(c1)oc(=O)n2C)C(=O)N1CCN(c2cccc(Cl)c2)CC1 (centres undefined) is entered as nt, nt, 4.5%, 0%, -4%, ?, nt, -15%, -24%
CCN(CC)c1nc2cc(OC)ccc2cc1C#N is entered as -10%, 1.9, 0.4%, 0%, 1%, -1%, i, 21%, -17%
Cc1cc(Cl)c(S(=O)(=O)NC2CCCC2)cc1OCC(N)=O is entered as 1%, -2.7, 0.2%, ?, 1%, 4%, i, -6%, 0%

(list continues)
SMILES	Mm-Cpn inhibitor	CCT chaperon mod	Nrf2 activator	Nrf2 inh	Abeta rescue	TGFb inhibitor	Akt phos inh	A549 tox	HepG2 tox
CCCn1c(CNS(=O)(=O)c2ccc(C)cc2)nc2ccccc21	0%	-0.5	-1.0%	-6%	7%	-21%	i	-9%	-22%
CC(C)N(C(=O)COC(=O)[C@@H]1CC(O)CN1S(=O)(=O)c1ccccc1[N+](=O)[O-])C(C)C (some centres undefined)	0%	0.1	-0.4%	4%	4%	8%	i	-2%	3%
O=C(C(Cc1ccccc1)n1cccc1)N1CCCCCC1 (centres undefined)	2%	0.7	0.1%	14%	12%	-1%	i	-2%	0%
Cc1cc(Cl)n2c(nc3ccccc32)c1C#N	-2%	-6.1	-2.5%	?	-75%[inhibitor]	1.8µM*	i	?	-101%
O=C(OCC(=O)c1cccs1)c1ccc([N+](=O)[O-])o1	1%	0.2	6.9%	1%	-72%[inhibitor]	-11%	i	2%	-15%
COc1ccc(-c2csc3ncnc(N4CCN(c5cccc(Cl)c5)CC4)c23)cc1	-7%	-9.3	-0.9%	?	9%	?	i	-4%	-1%
COc1cc(C(=O)NNC(=O)c2ccc(NC(=O)C(C)(C)C)cc2)cc(OC)c1OC	1%	2.6	1.9%	14%	-6%	19%	i	-1%	4%
C=CC[C@H](CC(=O)N(CCO)Cc1ccccc1)C(=O)N[C@H](COC(=O)[C@@H](CC=C)CC(=O)OC(C)(C)C)Cc1c[nH]c2ccccc12	-4%	-0.9	-2.1%	?	6%	?	i	?	-20%
COc1ccc(Cn2ccc3nc(C)c(C(=O)N4CCN(c5ccccc5)CC4)cc3c2=O)cc1	nt	nt	0.4%	27%	-13%	-5%	nt	9%	-3%

High-throughput results deposited in PubChem by National Center for Advancing Translational Sciences (NCATS).
